PME-1 inh = blocks human protein phosphatase methylesterase 1 | recombinant PME-1, FP-Rh probe fluorescence polarization | inhibition, % at 5.9 µM | hit rate 0.53% among 320,000;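 active = inhibition above the campaign mean of all compounds plus 3 SD, cut at about 26% in these data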;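 also: competitive labeling of PME-1 active site by serine hydrolase directed probe; 0% = PME-1 with DMSO and 100% = wells lacking PME-1 enzyme; inhibitors block probe labeling so polarization falls and inhibition rises; many of its hits are not listed in these tables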
BCLXL inh = Bcl-xL (human) inhibition. AID 2129. GST-Bcl-xL / FITC-Bim BH3 peptide fluorescence polarization. inhibition, % at 10.9 µM. Q07817. hit rate 0.7% among 320,000;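 active = inhibition above the mean of all tested compounds plus 3 SD, cutoff set per campaign, cut at about 30% in these data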;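 also: 0% = DMSO wells and 100% = unlabeled Bim-BH3 peptide competitor; inhibitors lower millipolarization by displacing the labeled peptide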
PAD4 FP inh = PAD4 (human) enzyme inhibition. Q9UM07. recombinant PAD4, RCA probe fluorescence polarization. inhibition, % at 6.36 µM. hit rate 0.41% among 330,000. AID 485272;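 active = percent inhibition above a cutoff equal to the mean of all tested compounds plus 3 SD, cut at about 15% in these data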;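 also: 0% = PAD4 with RCA probe and DMSO and 100% = probe without PAD4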
Target sequence (Q9UM07 whole entry, looked up): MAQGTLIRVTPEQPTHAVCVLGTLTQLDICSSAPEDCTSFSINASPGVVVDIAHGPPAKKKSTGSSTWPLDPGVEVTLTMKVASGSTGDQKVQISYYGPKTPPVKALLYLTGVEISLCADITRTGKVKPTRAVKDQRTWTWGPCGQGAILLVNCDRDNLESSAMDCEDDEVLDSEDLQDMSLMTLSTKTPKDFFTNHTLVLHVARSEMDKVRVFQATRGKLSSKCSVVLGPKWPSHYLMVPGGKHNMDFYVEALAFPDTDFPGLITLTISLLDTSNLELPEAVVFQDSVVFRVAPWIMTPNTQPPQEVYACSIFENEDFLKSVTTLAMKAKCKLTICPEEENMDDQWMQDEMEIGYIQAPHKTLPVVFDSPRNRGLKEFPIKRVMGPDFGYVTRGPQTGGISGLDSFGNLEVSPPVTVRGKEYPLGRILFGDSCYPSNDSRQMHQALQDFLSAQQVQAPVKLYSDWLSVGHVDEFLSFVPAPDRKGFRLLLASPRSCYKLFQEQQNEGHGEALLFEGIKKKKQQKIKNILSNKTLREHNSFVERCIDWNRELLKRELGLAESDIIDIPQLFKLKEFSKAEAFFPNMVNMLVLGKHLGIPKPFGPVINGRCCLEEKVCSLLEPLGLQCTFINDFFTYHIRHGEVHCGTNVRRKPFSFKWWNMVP
MEX-5 binding = C. elegans MEX-5 TCR-2 RNA binding activity | hit rate 0.38% among 300,000 | AID 1832 | activity score (negative = inhibition of binding), % at 10 µM | Q9XUB2 | MEX-5/FITC-TCR2 RNA binding, fluorescence polarization; hits give low values;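 active = inhibition past about -25% in most replicates, and total fluorescence under double the plate's negative control median, limit read from the data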;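 also: 0% = DMSO and -100% = 5 µM competing unlabeled TCR2 RNA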
MCL1-BIM inh = disrupts human MCL1 binding to BIM-BH3 peptide | hit rate 0.68% among 320,000 | GST-MCL1 / FITC-Bim-BH3 fluorescence polarization | inhibition, % at 10.9 µM;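 active = inhibition above the mean inhibition of all tested compounds plus 3 SD, set per campaign, cut at about 40% in these data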;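 also: 0% = DMSO wells and 100% = unlabeled Bim-BH3 peptide control; higher means more loss of mP so more displacement of Bim peptide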
Fam108B counter = Fam108B inhibition, counter-screen for RBBP9 inhibitors; recombinant Fam108B, FP-Rh probe fluorescence polarization; inhibition, % at 9.51 µM; hit rate 0.33% among 300,000;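 active = inhibition above the screen mean inhibition plus 3 SD, computed separately per campaign, cut at about 18% in these data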;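 also: inhibitors lower polarization as less probe binds the enzyme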
GSTO1 inh = GSTO1 inhibition, counter-screen for RBBP9 inhibitors; recombinant GSTO1, activity-based probe fluorescence polarization; inhibition, % at 5.96 µM; hit rate 1.1% among 300,000;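 active = inhibition above the campaign mean inhibition plus 3 SD, cut at about 35% in these data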;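 also: 0% = GSTO1-1 with DMSO and 100% = wells lacking GSTO1-1 enzyme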
Target sequence (P78417 whole entry, looked up): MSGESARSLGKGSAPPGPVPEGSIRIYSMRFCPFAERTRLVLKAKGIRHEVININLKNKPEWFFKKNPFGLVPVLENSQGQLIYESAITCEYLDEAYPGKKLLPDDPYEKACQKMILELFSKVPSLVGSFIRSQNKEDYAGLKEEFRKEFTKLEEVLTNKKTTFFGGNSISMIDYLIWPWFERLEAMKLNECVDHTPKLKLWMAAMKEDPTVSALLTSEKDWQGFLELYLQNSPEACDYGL
TPT1 inh = C. albicans TPT1 enzyme inhibition. recombinant caTPT1, FP RNA substrate dephosphorylation. inhibition, % at 5 µM. hit rate 0.81% among 300,000;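 active = inhibition above the mean of all tested compounds plus 3 SD, set per screening campaign, cut at about 24% in these data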;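 also: plate controls were DMSO alone for no effect and ferristatin control at 100 nM for full effect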
GLD-1 RNA inh = GLD-1-TGE RNA interaction inhibition (C. elegans) | Q17339 | purified GLD-1 + fluorescein TGE RNA, fluorescence polarization | hit rate 0.44% among 320,000 | inhibition, % at 5.96 µM;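 active = percent inhibition above a per-plate cutoff, the plate mean of test compounds plus 3 SD, cut at about 30% in these data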;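 also: 0% = DMSO wells with GLD-1 and probe and 100% = wells lacking GLD-1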
Starred values were filed as active, the others as inactive; · = not tested or not shown.

SMILES	PME-1 inh	BCLXL inh	PAD4 FP inh	MEX-5 binding	MCL1-BIM inh	Fam108B counter	GSTO1 inh	TPT1 inh	GLD-1 RNA inh
Cn1c2c(c(=O)n(C)c1=O)CN(Cc1ccc(F)cc1)CN2	0	3	4	0.9	4	-4	9	-3	5
CCCc1nc2ccccc2n1CCOc1ccccc1	-1	-1	4	2.9	-6	7	-1	-6	2
Cc1cccc(C(=O)NCCNC(=O)c2cccc(C)c2)c1	2	2	-3	0.5	4	1	1	-6	-10
COc1ccc(N2CCN(C(=O)CNC(=O)c3cn(-c4ccccc4OC)c(=O)c4ccccc34)CC2)cc1	3	1	-3	0.6	-3	-1	3	2	0
Cc1cccc(NC(=O)CN2C(=O)N/C(=C\c3ccc(-c4cccc(C(=O)O)c4)o3)C2=O)c1	5	12	1	-6.1	13	0	-11	2	2
O=C(CCCC(=O)Nc1ccccc1Br)N/N=C/c1c(F)cccc1Cl	-5	4	-5	1.8	-2	-1	-1	-2	2
O=C1NC(c2cc3c(cc2Cl)OCO3)Oc2ccccc21 (configuration not stated)	4	1	-2	-0.8	-1	3	-1	3	11
O=C(CSc1nnc(COc2ccccc2)n1-c1ccccc1)c1ccccc1	-4	-10	-6	-0.2	-2	0	0	-1	4
O=C(Nc1ccc(O)cc1)/C(=C\c1cccs1)NC(=O)c1ccccc1	-2	1	-7	-2.7	-3	-6	1	3	0
CCc1ccc(CNC(=O)Cn2nc(-c3ccccc3)ccc2=O)cc1	4	-1	-1	1.3	-4	-3	-8	-1	-8
Cn1c(=O)c(C(=O)COC(=O)c2cc(-c3ccco3)nc3ccccc23)c(N)n(Cc2ccccc2)c1=O	-23	12	-2	-3.0	3	-10	-4	23	-5
CCOC(=O)C1(CC)NC(c2ccco2)C2C(=O)N(c3ccc(C)cc3)C(=O)C21 (configuration not stated)	-1	0	-1	-1.6	1	0	-3	3	3
O=C(NC(Cc1ccccc1)C(=O)O)C1CCCCC1 (configuration not stated)	2	6	1	1.5	12	0	6	-1	6
CC(=O)Nc1ccc(S(=O)(=O)N2CCN(C(=O)c3ncoc3-c3ccccc3C)CC2)cc1	6	4	0	2.4	4	4	2	-1	-3
O=C(N/N=C/c1cc([N+](=O)[O-])ccc1Cl)c1cc(-c2ccccc2)nc2ccccc12	-2	6	-1	1.1	3	1	2	3	-1
Cc1nc2ncnn2c(N2CCN(C(c3ccccc3)c3ccccc3)CC2)c1C	15	2	0	4.1	8	4	1	-3	3
CC(C)CCN1C(=O)C2(OCCCO2)c2cc(Cl)ccc21	3	1	-1	-1.3	-2	2	-5	3	-4
CSCCC1C(=O)OC2(C)CC(C)(C)NC(=S)N12 (configuration not stated)	-8	4	0	0.7	7	3	4	-10	0
O=C(O)CCCn1cc(NC(=O)c2cc(F)c(F)cc2Cl)cn1	1	7	-1	-1.1	1	2	25	0	-2
CC1CCCCC1NC(=O)COC(=O)CNC(=O)c1cccc(F)c1 (configuration not stated)	-5	-2	-2	-5.6	-3	1	4	1	-3
CCC/C=C1/CCCOC(C(=O)NCc2cc(C)n(C)n2)(C(F)(F)F)C1 (configuration not stated)	5	2	-1	-2.0	-4	-3	11	1	3
[O-]/C(=C(\C(=S)Nc1ccc(Cl)cc1)[n+]1ccccc1)c1ccc(OC(F)F)cc1	2	0	-4	0.8	3	3	6	0	-2
COc1ccc(NS(=O)(=O)c2cc(C(=O)N3CCN(C(C)=O)CC3)ccc2Cl)cc1	2	4	0	2.0	-6	-1	2	-2	-4
CC1(C)CC(=O)C(C=Nc2ccc(NC3=C(C#N)C(=O)CC(C)(C)C3)cc2)=C(O)C1	-1	7	4	-0.7	-3	0	4	-5	-3
COc1ccc(-c2nc(NC(=O)c3ccccc3)sc2-c2ccc([N+](=O)[O-])cc2)cc1	-10	-6	1	0.8	-14	-5	4	6	-4
The listing continues:
SMILES	PME-1 inh	BCLXL inh	PAD4 FP inh	MEX-5 binding	MCL1-BIM inh	Fam108B counter	GSTO1 inh	TPT1 inh	GLD-1 RNA inh
CCN(Cc1ccccc1)S(=O)(=O)CCNC(=O)c1ccccc1	1	6	2	-0.7	-3	-3	-2	3	4
CCC(C(=O)Nc1cc(C(=O)Nc2cc(C)ccn2)ccc1Cl)c1ccccc1 (configuration not stated)	-2	-2	-2	-0.9	-12	0	-7	0	8
COC(=O)CSc1nnc(-c2cccs2)n1-c1ccc(Cl)cc1	-5	0	3	2.5	-4	-13	4	-2	-4
Cc1ccc(/C=C/C(=O)NC2=NCCS2)cc1	0	1	1	1.4	10	3	6	6	-2
Nc1ccc2sc(N)nc2c1	-2	4	2	·	0	·	·	·	4
COc1ccccc1CN=c1c([N+](=O)[O-])nn(-c2ccc3c(c2)OCCO3)n1O	4	-3	2	1.1	-11	0	-2	3	4
Cc1ccc(NC(=O)COC(=O)c2ccc(-n3cccn3)cc2)cc1C	-4	4	4	·	0	·	·	·	2
O=C(O)c1cccc(S(=O)(=O)N2CCN(C(c3ccccc3)c3ccccc3)CC2)c1	-2	7	2	2.5	3	2	7	-5	3
COc1cc(SC)ccc1C(=O)OCC(=O)NC1CCCC1	2	2	-4	1.1	7	0	4	-5	7
CN(C)CC(O)CN1C(=O)N(CN2C(=O)N(CC(O)CN(C)C)C(=O)C2(C)C)C(C)(C)C1=O (configuration not stated)	-3	4	-3	-3.2	2	-1	-4	-2	5
O=C(Cc1noc2ccccc12)Nc1ccc2ccccc2c1	-5	4	0	2.0	4	0	2	0	2
COc1ccc(CNC(=O)Nc2cccc3ccccc23)cc1	-3	6	-7	-0.7	3	-3	1	-1	3
CCc1nnc(NC(=O)CN2CCN(C(=O)c3ccccc3)CC2)s1	4	-1	4	-1.5	-9	-2	1	-1	4
CCOc1ccc(CN(C)CC(=O)Nc2ccc([N+](=O)[O-])cc2Cl)cc1	-13	4	-2	3.2	6	1	-2	2	3
CCc1ccccc1NC(=O)C1CC(c2ccc(OC)cc2)=NO1 (configuration not stated)	-4	-1	-2	-0.7	6	1	9	0	4
Cc1cc(NC(=O)CSc2ccc(-c3nc4cc(C)c(C)cc4[nH]3)cn2)no1	-38	-8	9	-3.5	-13	-47	-36	10	2
COC(=O)c1c(-c2cccnc2)csc1NC(=O)c1cc(C)on1	7	-10	14	-1.3	-16	-1	6	44*	-33
Cn1cc(Cl)c(C(=O)OCC(=O)c2ccccc2)n1	-6	-2	-6	2.1	-3	1	-4	-1	-4
CC(=O)NC(C)c1cc(Cl)c2ccccc2c1O (configuration not stated)	8	3	6	·	7	·	·	·	-2
CCc1ccc(C(=O)NNC(=O)CCC2CCCCC2)cc1	2	3	2	1.3	4	-1	5	0	3
Cc1ccc(NC(=O)CCSc2nnc(C)o2)cc1	-3	6	0	-2.5	-3	0	0	2	-1
O=C(NC1CCCC1)C1CCCN(S(=O)(=O)c2cnc[nH]2)C1 (configuration not stated)	2	4	1	-0.9	7	0	0	-2	3
COc1cccc(NC(=O)c2ccc(NC(=O)C3CC(=O)OC34CCCCC4)cc2)c1 (configuration not stated)	-2	7	2	-0.1	1	-5	8	0	-3
CCOC(=O)C1CCN(Cc2cnc(NC(=O)OC)s2)CC1	-1	2	1	-1.6	0	1	-4	0	0
Cc1ccc2cccc(NS(=O)(=O)c3ccccc3)c2n1	2	1	2	1.7	6	1	-2	0	5

3 entries already listed, sorted by the number in PME-1 inh, smallest number first.
molecule | PME-1 inh
CCN(Cc1ccccc1)S(=O)(=O)CCNC(=O)c1ccccc1 | 1
Cc1ccc2cccc(NS(=O)(=O)c3ccccc3)c2n1 | 2
CC(=O)NC(C)c1cc(Cl)c2ccccc2c1O (configuration not stated) | 8

Remaining list, next part.
SMILES	PME-1 inh	BCLXL inh	PAD4 FP inh	MEX-5 binding	MCL1-BIM inh	Fam108B counter	GSTO1 inh	TPT1 inh	GLD-1 RNA inh
O=C1CC(c2ccc(Br)cc2)NC(c2ccc(Br)cc2)C1c1ccccc1 (configuration not stated)	-2	2	-3	-0.4	-3	-4	-1	0	0
O=C(CNCc1cccnc1)Nc1cc(C(F)(F)F)ccc1N1CCOCC1	-3	5	-2	1.6	-5	5	9	6	0
CN(C)S(=O)(=O)c1ccc(C(=O)NNC(=O)c2ccccc2-n2cccc2)cc1	6	6	1	·	10	·	·	·	3
O=C(O)CCC(NC(=O)c1ccc(Cl)cc1)C(=O)O (configuration not stated)	-3	3	-3	0.6	-5	-1	-1	3	1
CSC1=N/C(=C\c2cccc(Cl)c2)C(=O)N1N(C)C	-11	-6	0	2.2	-9	2	-4	4	4
CC1=NN(C(=O)c2c(Br)cnn2C)C(O)(C(F)(F)F)C1 (configuration not stated)	1	0	-3	-5.7	7	9	5	0	8
CCN(CC)C(=O)CSc1nc(-c2ccccc2)cc(=O)[nH]1	3	5	-7	2.8	3	4	-3	-1	-1
CCOc1ccccc1CN1CCN(C2CCOCC2)CC1CCO (configuration not stated)	-2	2	3	0.0	1	0	2	1	-1
CCOc1ccc(NC(=O)Nc2nnc(CC(=O)NCc3ccccc3)s2)cc1	-4	5	-1	-0.9	1	-2	-1	2	-1
C=CCc1ccc(OCCCN2CCCC(C)C2)c(OC)c1 (configuration not stated)	8	7	-3	-0.3	7	5	2	-3	9
Cc1ccc(OCC(=O)Nc2nnc(S(=O)(=O)N3CCCCC3)s2)cc1	1	14	-3	0.3	28	2	-25	6	0
CC1CC1C(=O)N(C)CC(=O)Nc1ccc(Cl)c(C(F)(F)F)c1 (configuration not stated)	-5	1	-1	-0.1	-5	2	0	-3	4
O=C(O)CN1C(=O)/C(=C\c2ccccc2OCc2ccc(Cl)cc2Cl)SC1=S	8	17	13	-3.0	55*	-8	21	-4	-4
O=C(CSc1ccccn1)Nc1nc2ccc(Br)cc2s1	-1	5	7	-2.5	4	-4	-6	-3	4
C=CCn1c(SCC(=O)N(CC)C2CCS(=O)(=O)C2)nc2ccccc2c1=O (configuration not stated)	3	-35	0	0.1	-29	3	5	52*	-4
CCC(=O)Nc1ccc2c(c1)ncn2-c1ccccc1C	3	-1	3	0.1	-3	-3	11	3	-4
Fc1ccc(-c2csc(Nc3ccccn3)n2)c(F)c1	2	4	-3	1.6	1	8	-3	3	21
CCOc1ccc(NC(=O)CN(C)C(=O)Cc2sc(C)nc2-c2ccc(F)cc2)cc1OCC	-2	6	1	·	7	·	·	·	0
COc1cc(/C=N/Nc2nc3ccccc3[nH]2)cc(OC)c1O	-34	7	-11	-1.4	4	3	73*	-4	-7
Cc1c(C(=O)N(C)C)c2cc(Cl)ccc2n1O	2	8	-1	-2.9	10	3	5	1	3
Cc1sc2nc(-c3cccs3)oc(=O)c2c1C	-2	1	2	2.5	-7	9	-4	0	4
COc1cc(Cl)c(C)cc1NC(=O)COC(=O)CCc1nc2ccccc2c(=O)[nH]1	-4	-3	0	-1.0	-7	0	6	5	-6
COc1ccc2[nH]c(=O)c(CN(CCCN3CCOCC3)C(=O)NCc3ccccc3)cc2c1	-1	4	-5	2.5	0	1	11	-4	-1
O=C(NCCc1nc2ccccc2[nH]1)/C(=C/c1ccc2c(c1)OCO2)NC(=O)c1ccc(Cl)cc1Cl	-2	2	-3	4.3	-1	-2	-2	-4	1
CC(=O)c1cccc(N(CC(=O)N2CCCCC2)S(C)(=O)=O)c1	-1	1	-6	-2.9	2	6	10	2	8
COc1cccc(OC)c1C(=O)NCC12CC3CC(C1)CC(CNC(=O)c1c(OC)cccc1OC)(C3)C2	0	1	0	0.0	4	-2	5	1	3
COc1ccc(Cl)cc1-c1csc(N)n1	-7	6	-3	1.9	0	1	-2	1	6
O=C(O)c1cc(S(=O)(=O)N2CCCCC2)ccc1Cl	3	4	0	-2.0	0	1	13	1	8

Screening data from PubChem BioAssay.

Only part of the results is shown, so the mix of outcomes need not match the whole.
